SR-BI uptake up = activators of SR-BI mediated HDL lipid uptake; 0.096% of 320,000 active; activation, % at 12.5 µM; CHO ldlA[mSR-BI] cells, DiI-HDL uptake fluorescence, 3 h; 100 = double the neutral-control signal;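 active = mean replicate activation of at least 60% and every replicate at or above 60%; inconclusive = mean or all-replicate condition met, but not both; inactive = mean below 60% and not all replicates reaching 60%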;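 note: 0% = median plate neutral-control signal and 100% = twice that signal; values of inactives mirror those of a sister screen read the other way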
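Assay system: CHO ldlA[mSR-BI] cells, LDL receptor-null, SR-BI overexpressing; medium: Ham's F12 with 0.5% BSA, HEPES 25 mM, pH 7.4; also added: DiI-HDL 10 µg/mL; timing: 3 h uptake period with compound, 37 °C; signal: DiI fluorescence, bottom read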
SR-BI DiI inh = inhibitors of mouse SR-BI mediated HDL lipid uptake. 0.96% of 320,000 active. inhibition, % at 12.5 µM. ldlA[mSR-BI] CHO cells, DiI-HDL uptake fluorescence, 3 h. Q61009;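 active = mean replicate inhibition of at least 70% and a set share of replicates each scoring 70 or more; inconclusive = meets just one of the two criteria; inactive = fails both criteria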;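 note: 0% = median of neutral control wells and 100% = median of positive control wells; values of inactives mirror those of a sister screen read the other way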
Target sequence (Q61009 whole entry, looked up): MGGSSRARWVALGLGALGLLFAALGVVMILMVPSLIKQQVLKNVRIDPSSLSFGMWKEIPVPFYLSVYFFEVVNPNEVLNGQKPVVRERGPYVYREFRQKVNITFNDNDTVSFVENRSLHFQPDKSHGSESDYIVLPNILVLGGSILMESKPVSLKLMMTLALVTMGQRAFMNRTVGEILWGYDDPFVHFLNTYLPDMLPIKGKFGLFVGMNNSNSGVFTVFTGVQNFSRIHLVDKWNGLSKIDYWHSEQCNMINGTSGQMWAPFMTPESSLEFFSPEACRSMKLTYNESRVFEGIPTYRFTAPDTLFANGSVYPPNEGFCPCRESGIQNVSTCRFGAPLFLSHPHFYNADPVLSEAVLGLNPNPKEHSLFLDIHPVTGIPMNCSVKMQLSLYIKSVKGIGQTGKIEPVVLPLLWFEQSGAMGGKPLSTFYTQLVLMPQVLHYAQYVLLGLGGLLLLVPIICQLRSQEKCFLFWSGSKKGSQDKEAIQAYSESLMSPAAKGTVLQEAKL
MITF TRPM1 HTS = activators of MITF-driven TRPM1 promoter activity in SK-MEL-5 cells; SK-MEL-5 TRPM1-promoter luciferase, 24 h; % of positive control, neutral wells = 0; activation, % at 12.5 µM; 0.75% of 300,000 active;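 active = mean activation of at least 80% with every replicate also reaching 80%; inconclusive = mean reaches 80% but some replicate falls short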;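 note: 0% = neutral control wells and 100% = parthenolide positive control wells; values of inactives mirror those of a sister screen read the other way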
CAL PDZ FP-1 = inhibitors of human CAL PDZ peptide binding; inhibition, % at 20 µM; Q9HD26; AID 504414; 0.02% of 330,000 active; purified CAL PDZ, TMR-peptide fluorescence polarization, 1 h;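 active = highest replicate inhibition of at least 40%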;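 note: plate controls were DMSO neutral control wells for no effect and unlabeled competitor peptide control wells for full effect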
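System: purified tagged CAL PDZ domain construct (CerCALP). Schedule: 1 h incubation at room temperature before polarization reading. Medium: 25 mM sodium phosphate pH 7.4, 150 mM NaCl, TCEP, IgG, Thesit. Read-out: percent inhibition from loss of millipolarization. Measured by: FP readout, S and P plane fluorescence. Probe or stimulus: fluorescent TMR peptide probe.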
Tat export inh = blocks Tat-dependent protein export in E. coli; inhibition, % at 10 µM; AID 488895; 0.036% of 340,000 active; E. coli MC4100 TorA-mCherry Tat export, fluorescence;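 active = mean replicate inhibition at least 50% and at least half of replicates individually reaching 50%; inconclusive = only one of the two criteria met; inactive = neither criterion met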;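 note: exported cargo escapes ClpAP degradation while cytoplasmic cargo is degraded and loses fluorescence; 0% = median of neutral control wells and 100% = median of NaSCN control wells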
phage Ecoli inh = E. coli growth loss with phage present; inhibition, % at 11.9 µM; growth absorbance; 0.26% of 360,000 active; in the data active = inhibition above about 11%
E coli growth = bacterial growth inhibition, counter-screen for AddAB inhibitors. E. coli V3065 growth, OD600 absorbance, 18 h. 0.27% of 330,000 active. AID 449728. inhibition, % at 11.9 µM;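 active = inhibition above the campaign's mean inhibition across all tested compounds plus 3 SD, cut at about 9.9% in these data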;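 note: uninfected addAB+ strain grown without phage in ampicillin broth; 0% = DMSO wells and 100% = ciprofloxacin 0.95 µg/ml wells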
AddAB inh = less growth of phage-infected E. coli with AddAB; 0.29% of 330,000 active; E. coli expressing H. pylori AddAB, absorbance growth; AID 435030; inhibition, % at 11.9 µM; in the data active = inhibition above about 12%;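 note: 0% = vehicle wells of infected cells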
Wnt act = activators of Wnt/beta-catenin signaling; Wnt/beta-catenin reporter cell assay, activator, plate reader; activation, % at 9.35 µM; 1.2% of 300,000 active; in the data active = activation above about 30%, passing the limit was not always enough; inconclusive = no clear call, values can overlap the other calls;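 note: 0% = neutral control wells and 100% = positive control wells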
CAL PDZ FP-2 = CAL PDZ (human) peptide binding inhibition. purified CAL PDZ, TMR-peptide fluorescence polarization, 1 h. AID 602252. inhibition, % at 24.9 µM. Q9HD26. 0.92% of 300,000 active;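 active = mean inhibition of at least 30% with at least half of replicates also reaching 30%; inconclusive = no clear call, values can overlap the other calls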;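 note: 0% = DMSO neutral control and 100% = excess unlabeled competitor peptide PRC23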
* marks the source's active call; other numbers are inactive results; ? = inconclusive; . = not tested or not shown. Rows are unselected. About 3.6% of those tested had a hit in this group.

structure | SR-BI uptake up | SR-BI DiI inh | MITF TRPM1 HTS | CAL PDZ FP-1 | Tat export inh | phage Ecoli inh | E coli growth | AddAB inh | Wnt act | CAL PDZ FP-2
COc1ccc(S(=O)(=O)N2CCC(C(=O)Nc3ccc4c(c3)OCCO4)CC2)cc1OC | -5 | 5 | -1 | -0.5 | 5 | 2.0 | 2.2 | 3.2 | -2 | -7
OCCSc1ncnc2c1oc1ccccc12 | -13 | 13 | 12 | -1.9 | -19 | -1.4 | 2.9 | 0.7 | . | -3
COc1ccc(S(=O)(=O)Nc2ccc3c(c2)C(=O)N([C@@H](C)CO)C[C@H](C)[C@H](CN(C)CC2CC2)O3)cc1 | -53 | 53 | 9 | -0.2 | 0 | 5.3 | -0.8 | -1.4 | -2 | 0
O=C(Nc1ccc(N2CCN(C(=O)c3cccs3)CC2)cc1)c1cccnc1Cl | -41 | 41 | 14 | -2.1 | -5 | 4.9 | 0.3 | 1.8 | -9 | -4
CCOc1ccccc1N1CCN(C(=O)c2c(-c3ccccc3Cl)noc2C)CC1 | -10 | 10 | -6 | -1.0 | 1 | 1.5 | 1.9 | 1.9 | . | -2
Cc1ccc(N2CC(C(=O)Nc3cccc(C(=O)NC4CC4)c3)CC2=O)cc1 (stereo not drawn) | -38 | 38 | -5 | -1.6 | 5 | 1.6 | 0.0 | 0.3 | 2 | -3
COCCn1c(SCC(=O)OC(C)C)nnc1-c1ccccc1 | 18 | -18 | 1 | -1.8 | -4 | 0.6 | -0.2 | -1.5 | . | -5
COC(=O)C1=C(C)N=c2s/c(=C/c3cccs3)c(=O)n2C1c1ccc(F)cc1 (stereo not drawn) | 26 | -26 | . | -2.0 | -2 | 2.3 | -1.2 | -0.7 | -1 | -3
Cc1ccc(CNC(=O)CCNC(=O)Cn2ccc3ccccc3c2=O)cc1 | 10 | -10 | . | -2.4 | 14 | 4.4 | 4.4 | 3.0 | . | -1
CCOc1ccc(NC(=O)NCCCn2c(C)nc3cc(C)c(C)cc32)cc1 | 18 | -18 | . | -0.9 | -4 | 2.8 | 0.0 | 1.3 | -4 | .
COc1ccccc1C(=O)Nc1nc(-c2ccc3c(c2)OCCO3)cs1 | 14 | -14 | . | -2.0 | 4 | 2.7 | -2.8 | 0.2 | -6 | -3
CCOc1cc(/C=N/NC(=O)CN2CCOCC2)ccc1OCc1ccc(Cl)cc1 | -30 | 30 | -2 | -3.6 | -2 | 3.2 | -0.8 | 0.3 | . | -1
CCn1cc(C2=NC(C)CO2)c2ccccc21 (stereo not drawn) | -10 | 10 | -3 | -1.6 | 1 | 3.8 | 0.4 | 2.7 | -3 | -5
Cc1ccc(C(=O)NCc2ccc(Cl)c(Cl)c2)o1 | 13 | -13 | 11 | -2.3 | -10 | 1.9 | 1.4 | 2.4 | -2 | 3
C/C(=N\NC(=O)c1ccc2c(c1)OCO2)c1ccco1 | 27 | -27 | 6 | -0.6 | 2 | -0.5 | 1.2 | 0.7 | -2 | 50*
Cn1cc(C=O)c2ccccc21 | 6 | -6 | . | -0.3 | 2 | 0.5 | 0.2 | 0.9 | -1 | .
COc1ccccc1C(=O)OCC(=O)Nc1ccc(Cl)cn1 | . | . | 10 | -1.6 | 4 | 1.8 | 1.0 | -1.8 | 0 | -2
CCOC(=O)C1=C(COC(=O)Cc2c(F)cccc2Cl)NC(=O)NC1C (stereo not drawn) | 9 | -9 | 12 | -0.4 | -6 | 5.5 | 1.2 | 2.3 | 2 | -4
C#CCCOC(=O)N1C2=NC(C(=O)OC)=C(C(=O)OC)[C@@H]3N(C)c4ccccc4[C@]23C[C@H]1CO | 12 | -12 | -8 | -0.1 | 8 | 2.4 | -2.2 | 2.8 | -2 | 2
O=C(CC1S/C(=N/N=C/c2ccco2)NC1=O)Nc1cccc(Cl)c1Cl (stereo not drawn) | -9 | 9 | -5 | -0.3 | -4 | 1.2 | -1.6 | -1.2 | 1 | -4
C/C(=C\c1ccccc1)C(=O)NCCc1ccccc1 | 16 | -16 | 50 | -1.6 | -7 | 3.2 | -0.4 | -1.4 | 61* | -3
Cc1cccc(CSc2nc3ccncc3n2CC(=O)Nc2cc(C)cc(C)c2)c1 | -6 | 6 | . | 0.3 | -6 | 0.0 | 1.0 | -0.3 | -3 | .
CN(Cc1ccccc1)C1=CC(=[N+]2CCCC2)CC(C)(C)C1 | . | . | -75 | -2.6 | -10 | 2.1 | 0.2 | 3.4 | -6 | 5
CCNC(=O)c1sc2cc(C)ccc2c1Cl | 11 | -3 | 73 | -1.3 | -4 | 4.9 | -1.8 | -1.1 | 10 | 14
CC1CC(C)CN(CCCNC(=O)CN2C(=O)c3cccnc3Oc3ccccc32)C1 (stereo not drawn) | 1 | -1 | 1 | -0.7 | 6 | 1.9 | 1.4 | 2.0 | -2 | -4
CCOc1ccc(/C=N\NC(=O)CC(=O)NCCc2ccccc2)cc1 | -2 | 2 | . | -0.9 | 0 | 3.2 | -2.2 | -2.2 | 0 | 3
c1csc(Cc2nn3c(-c4n[nH]c5c4CCC5)nnc3s2)c1 | 4 | -4 | 6 | -4.8 | 2 | 3.8 | 3.2 | 6.1 | . | -2
N/C(=N/O)c1cccn1Cc1ccccc1[N+](=O)[O-] | . | . | 0 | -0.7 | 6 | 1.1 | -0.8 | 0.5 | -1 | 4
CC1=C(C(=O)N2CCCC(N3CCN(c4cccc(C(F)(F)F)c4)CC3)C2)OCCO1 (stereo not drawn) | 1 | -1 | 4 | -1.4 | 5 | 2.6 | -0.8 | 0.1 | 3 | -6
CCCN(C(=O)C1CCN(S(=O)(=O)c2ccc(OC)c(OC)c2)CC1)C1CCS(=O)(=O)C1 (stereo not drawn) | 20 | -20 | 1 | -2.8 | 6 | 0.3 | 1.1 | 0.8 | -1 | -6

6 compounds from above, arranged by the number in AddAB inh, high to low:
Molecule	AddAB inh
CC1CC(C)CN(CCCNC(=O)CN2C(=O)c3cccnc3Oc3ccccc32)C1 (stereo not drawn)	2.0
O=C(Nc1ccc(N2CCN(C(=O)c3cccs3)CC2)cc1)c1cccnc1Cl	1.8
CCOc1ccc(NC(=O)NCCCn2c(C)nc3cc(C)c(C)cc32)cc1	1.3
OCCSc1ncnc2c1oc1ccccc12	0.7
COc1ccccc1C(=O)OCC(=O)Nc1ccc(Cl)cn1	-1.8
CCOc1ccc(/C=N\NC(=O)CC(=O)NCCc2ccccc2)cc1	-2.2

Further results follow.
structure | SR-BI uptake up | SR-BI DiI inh | MITF TRPM1 HTS | CAL PDZ FP-1 | Tat export inh | phage Ecoli inh | E coli growth | AddAB inh | Wnt act | CAL PDZ FP-2
CC(C)N(Cc1ccccc1)S(=O)(=O)c1ccc(Cl)nc1 | 26 | -26 | 2 | -2.3 | -8 | 4.9 | 0.2 | -1.0 | -3 | 7
CCCC1S/C(=N/N=C/c2cccs2)NC1=O (stereo not drawn) | 10 | -10 | 22 | -0.1 | -8 | -2.5 | -4.5 | -1.2 | . | -4
CC(C)CN1C(=O)c2ccc(NC(=O)c3cccs3)cc2C1=O | -29 | 29 | ? | -3.1 | 1 | 1.5 | 0.0 | 0.2 | . | .
Cc1ccccc1Nc1nc(N)c2ccccc2n1 | -10 | 10 | 29 | -2.2 | 2 | 1.1 | 0.4 | 0.8 | 40* | -3
CCN1CCN(Cc2ccc(NC(=O)c3cc(NC(=O)c4cncc(-c5cccs5)c4)cc(OC)c3)cc2C(F)(F)F)CC1 | . | . | . | . | . | 1.5 | -0.2 | 2.1 | -15 | .
O=C(O)CNC(=O)CCCn1nnc2ccccc2c1=O | . | . | 20 | 0.5 | 1 | 1.2 | -1.5 | -2.8 | 0 | 19
CC1CCCN(S(=O)(=O)c2ccc(Br)s2)C1 (stereo not drawn) | -17 | 17 | -8 | -0.9 | 0 | 4.8 | -0.3 | 4.5 | . | -2
O=C(/C(=N/O)c1ccccc1)c1ccccc1 | 10 | -10 | 8 | -0.3 | 4 | 4.2 | . | . | -1 | -3
COc1ccc(N2CCN(C(=S)Nc3cccc(C)c3C)CC2)cc1 | 0 | 0 | 1 | -1.7 | 6 | 3.1 | -1.5 | 3.7 | 0 | 1
O=C(Nc1ccc2c(c1)C(=O)OC2)c1ccccc1Cl | . | . | 40 | -1.0 | -4 | -0.1 | -3.2 | 2.3 | -1 | 25
COc1ccc(C(c2c(O)ccc3ccccc23)N2CCOCC2)c(OC)c1 (stereo not drawn) | -16 | 16 | . | 1.0 | 11 | 3.9 | -0.2 | -0.2 | 76* | -2
CCOc1ccc(/C(O)=C2\C(=O)C(=O)N(CCOCCO)C2c2ccccc2OC)cc1 (stereo not drawn) | -1 | 1 | 12 | -2.3 | 0 | -1.3 | -0.1 | -1.1 | . | .
Cc1cc(C)n(-c2ncnc3sc(C)c(C)c23)n1 | . | . | -6 | -0.1 | -2 | -1.0 | 1.3 | 3.1 | . | -2
CCCN(CCC)CCNC(=O)C1(O)c2ccccc2NC(=O)N1c1cccc(OC)c1 (stereo not drawn) | 35 | -35 | 6 | -0.1 | -2 | 2.8 | -0.9 | 0.7 | 1 | -5
CCOc1ccc(NC(=O)CN(C)C(=O)c2ccccc2-n2cnnn2)cc1OCC | -41 | 41 | -17 | -1.6 | -4 | 4.7 | 1.8 | 0.3 | 3 | 2
Cn1c(Cc2ccccc2)nnc1SCC(=O)Nc1ccc2c(c1)OCO2 | 2 | -2 | . | . | 1 | 3.2 | 2.1 | 3.7 | 2 | -3
Cn1cnnc1SCC(=O)Nc1ccc(Cl)cc1 | 19 | -19 | 15 | -0.4 | 5 | 2.8 | -0.5 | 3.6 | 2 | 0
COc1cccc(/C=C2/SC(=O)N(C)C2=O)c1OCc1ccc(C(=O)O)cc1 | 22 | -22 | 15 | -2.5 | -4 | 4.2 | -2.5 | -3.3 | -1 | -3

Complete entries as entered above.
O=C(Nc1ccc2c(c1)C(=O)OC2)c1ccccc1Cl across the screens: SR-BI uptake up: .; SR-BI DiI inh: .; MITF TRPM1 HTS: 40; CAL PDZ FP-1: -1.0; Tat export inh: -4; phage Ecoli inh: -0.1; E coli growth: -3.2; AddAB inh: 2.3; Wnt act: -1; CAL PDZ FP-2: 25
CC(C)CN1C(=O)c2ccc(NC(=O)c3cccs3)cc2C1=O across the screens: SR-BI uptake up: -29; SR-BI DiI inh: 29; MITF TRPM1 HTS: ?; CAL PDZ FP-1: -3.1; Tat export inh: 1; phage Ecoli inh: 1.5; E coli growth: 0.0; AddAB inh: 0.2; Wnt act: .; CAL PDZ FP-2: .

Source: PubChem BioAssay (several laboratories)
